uPA generation – qHTS for Inhibitors of Cell Surface uPA Generation. Potency, µM (titrated, usually from 38.3 µM), for inactives: top-dose activity change, negative = inhibition, most hits filed as inhibitors. hit rate 0.31% among 330,000. cell surface uPA generation assay, qHTS. AID 540303, 2011; active means well fitted inhibition curve with a large enough effect; inconclusive means small, poorly fitted or top-dose-only effect; inactive means no such curve, though single readings can be large or run the other way; tested in mouse RAW 264.7 cells; further: potency means the concentration at half of the fitted maximal effect; nearly all actives have a fitted effect of over 55% in size
GALK inh – qHTS Assay for Inhibitors of Human Galactokinase (GALK); Potency, µM (series often up to 57.5 µM), without a hit: at the highest dose activity change, negative = inhibition, actives largely listed as inhibitors; AID 1868, 2009; Purified GALK, Kinase-Glo residual ATP luminescence; hit rate 0.007% among 270,000; P51570; further: potency means the concentration at half of the fitted maximal effect
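Human GALK (5 nM) with 35 uM ATP and 100 uM galactose in 20 mM HEPES pH 8.0, 5 mM MgCl2, 60 mM NaCl, 1 mM DTT, 0.01% BSA. After 1 h at room temperature, leftover ATP was read by Kinase-Glo Plus luminescence.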
B2AR arrestin – qHTS assay of beta-arrestin-biased ligands of beta2-adrenergic receptor; Beta-2 adrenergic receptor (Homo sapiens), P07550; beta-arrestin recruitment to beta2AR, cell-based reporter; Potency, µM (top dose mostly 46.1 µM), for inactives: at the highest dose activation, actives largely listed as activators; hit rate 0.02% among 330,000;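 further: potency means the concentration at half of the fitted maximal effect; 0% = DMSO controls and full agonism = EC100 isoproterenol or metaproterenol; nearly all actives have a fitted effect of over 65% in size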
hERG WT inh – qHTS for Inhibitors of KCHN2 3.1: Wildtype qHTS; activity change, % at 1.84 µM; Voltage-gated inwardly rectifying potassium channel KCNH2 (Homo sapiens), Q12809; U2OS, BacMam KCNH2, thallium flux FluxOr; hits give low values; hit rate 0.37% among 340,000;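 active means maximum activity change below -70%; inconclusive means maximum activity change between -70% and -50%; inactive means maximum activity change above -50%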
Target sequence (Q12809 whole entry, looked up): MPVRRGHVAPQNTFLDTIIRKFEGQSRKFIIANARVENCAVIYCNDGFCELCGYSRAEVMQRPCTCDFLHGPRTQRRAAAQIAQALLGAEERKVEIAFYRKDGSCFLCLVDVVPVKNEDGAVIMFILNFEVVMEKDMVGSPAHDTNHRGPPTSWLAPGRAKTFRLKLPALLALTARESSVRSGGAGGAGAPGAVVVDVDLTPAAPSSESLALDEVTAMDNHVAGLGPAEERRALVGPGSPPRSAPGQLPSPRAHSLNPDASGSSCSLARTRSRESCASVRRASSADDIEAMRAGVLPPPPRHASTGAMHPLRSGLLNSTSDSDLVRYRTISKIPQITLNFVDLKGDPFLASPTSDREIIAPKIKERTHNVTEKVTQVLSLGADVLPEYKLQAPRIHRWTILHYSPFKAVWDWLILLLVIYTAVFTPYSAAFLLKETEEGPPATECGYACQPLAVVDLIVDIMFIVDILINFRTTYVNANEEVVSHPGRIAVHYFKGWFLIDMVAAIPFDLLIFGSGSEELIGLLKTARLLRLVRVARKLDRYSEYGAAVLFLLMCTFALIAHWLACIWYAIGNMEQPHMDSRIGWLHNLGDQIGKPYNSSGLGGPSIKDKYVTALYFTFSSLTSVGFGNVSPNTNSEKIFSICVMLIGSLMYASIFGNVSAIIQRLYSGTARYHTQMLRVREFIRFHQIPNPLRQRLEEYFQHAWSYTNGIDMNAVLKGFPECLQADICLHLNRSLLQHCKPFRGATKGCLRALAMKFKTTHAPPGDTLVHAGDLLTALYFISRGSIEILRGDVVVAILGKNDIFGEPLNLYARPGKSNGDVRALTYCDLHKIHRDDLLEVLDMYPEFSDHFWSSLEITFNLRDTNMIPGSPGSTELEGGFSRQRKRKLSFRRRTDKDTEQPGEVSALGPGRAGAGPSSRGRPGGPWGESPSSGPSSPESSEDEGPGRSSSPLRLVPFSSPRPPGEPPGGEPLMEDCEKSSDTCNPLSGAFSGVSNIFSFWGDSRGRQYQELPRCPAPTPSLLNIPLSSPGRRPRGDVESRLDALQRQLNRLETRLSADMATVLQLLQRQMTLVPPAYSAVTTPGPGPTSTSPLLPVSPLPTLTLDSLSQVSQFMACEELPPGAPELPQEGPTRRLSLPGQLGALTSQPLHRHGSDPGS
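U2OS cells transduced with wild-type KCNH2 virus are loaded with FluxOr dye for 45 min, and thallium flux is measured in kinetic reads before and after stimulation buffer. Rate constants are normalized to DMSO controls.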
USP2a inh – qHTS Assay for Inhibitors of Ubiquitin-specific Protease USP2a Using CHOP2 as the Reporter; Potency, µM (series often up to 38.3 µM), for the others: at the top dose activity change, negative = inhibition, hits mostly inhibitors; Ubiquitin carboxyl-terminal hydrolase 2 (Homo sapiens), O75604; USP2 core, Ub-CHOP2 coupled fluorogenic reporter, 485/531; hit rate 0.01% among 330,000; AID 463254, 2010;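 further: potency means the concentration at half of the fitted maximal effect; plate controls were DMSO wells for no effect and full inhibition by NEM control for full effect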
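Deubiquitinase activity read as fluorescence (485/531 nm) after Ub-CHOP2 cleavage activates the enterokinase reporter on its substrate; USP2 core 10nM, Ub-CHOP2 and substrate 25nM each, 30min compound preincubation then 60min RT; data normalized to NEM, curves fitted.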
PKM2 activator – qHTS Assay for Activators of Human Muscle isoform 2 Pyruvate Kinase; Pyruvate kinase PKM (Homo sapiens), P14618; purified PKM2, Kinase-Glo ATP luminescence, activation; response scale: 0% is enzyme alone, no compound; Potency, µM (series often up to 57.5 µM), inactives show at the highest dose activation, actives largely listed as activators; hit rate 0.34% among 260,000; AID 1631, 2009; further: potency means the concentration at half of the fitted maximal effect; nearly all actives have a fitted effect of over 55% in size
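Purified hPK-M2 (>95%) run at intermediate activity with 0.1 mM ADP and 0.5 mM PEP in 50 mM imidazole pH 7.2, KCl, MgCl2; 1 h room temperature. ATP formed read by Kinase-Glo luminescence; normalized to uninhibited and no-enzyme controls.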
Eya2 inh – qHTS Assay for Inhibitors of the Phosphatase Activity of Eya2; hit rate 0.006% among 330,000; Protein phosphatase EYA2 (Homo sapiens), O00167; AID 488837, 2010; Potency, µM (highest dose often 76.9 µM), without a hit: top-dose activity, negative = inhibition, usual class: inhibitors; recombinant Eya2, OMFP fluorescence dephosphorylation (OMFP is methylfluorescein phosphate); further: potency means the concentration at half of the fitted maximal effect
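Eya2 protein (added as 0.2 uM solution) was preincubated with compound for 10 min at ambient temperature in 50 mM HEPES pH 7.5, 50 mM NaCl, 5 uM MgCl2, 0.05% BSA, 1 mM DTT. OMFP (added at 50 uM) then reacted 10 min; fluorescence read at 485/525 nm.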
FBPA coupling cs – qHTS Assay for Inhibitors of Fructose-1,6-bisphosphate Aldolase from Giardia Lamblia: Coupling assay counterscreen; coupling enzyme system counterscreen, AmpLite Red fluorescence; hit rate 0.67% among 290,000; activity change, negative = inhibition, % at 58.2 µM, hits read low; AID 2472, 2010; in the data active means activity change below about -30%
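Activity here indicates interference with the coupling reaction, not aldolase inhibition. Compounds at 57.5 uM final met coupling enzymes for 10 min at RT; substrate and AmpLite Red detection followed, with a 525/598 nm fluorescence read after 20 min.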
Chronic BCR inh – qHTS Assay to Find Inhibitors of Chronic Active B-Cell Receptor Signaling; ABC-DLBCL IkBa-CBG/CBR reporter, luminescence ratio, 4 h; Potency, µM (series often up to 46.1 µM), without a hit: at the top dose ratio change, negative = lower green/red ratio, most hits filed as inhibitors; hit rate 0.05% among 340,000; AID 493014, 2011; active means well fitted inhibition curve with a large enough effect in the signal ratio, with a control signal flat, not every such curve was filed as active; inconclusive means small, poorly fitted or top-dose-only effect, or effect the other way, or a change in a side signal; the % refers to the signal ratio;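 further: potency means the concentration at half of the fitted maximal effect; plate controls were basal doxycycline-induced cells for no effect and cells given 10 µM MG132 for full effect; MG132 reads +100%, hits lower the ratio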
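Doxycycline induced both beetle luciferases in TMD8 lymphoma cells; IKK-driven degradation limits the IkappaBalpha-fused green signal, while red luminescence normalises for cell number and nonspecific effects. Compounds tested up to 46 uM, 4 hrs.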
Giardia kill – Small Molecules that selectively kill Giardia lamblia: qHTS; Giardia lamblia trophozoite viability; activity change, % at 7.66 µM, hits read low; hit rate 0.15% among 340,000; AID 540267, 2011; in the data active means activity change below about -80%; inconclusive means between about -30% and that limit;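 further: parasites exposed to compound for two days anaerobically before the ATP read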
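Anaerobic 48 hrs incubation at 37 deg C of 100 trophozoites/well with test compounds; ATPLite 1-Step luminescence, 15-30 min RT, reports cellular ATP as viability.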
KCNH2 3.1 block – qHTS for Inhibitors of KCHN2 3.1: Mutant qHTS. Potassium voltage-gated channel subfamily H member 2, brain isoform KCNH2 3.1 (human). U2OS KCNH2 3.1, thallium flux FluxOr; hits give low values. activity change, % (tested at about 1.8 µM). hit rate 0.95% among 340,000. AID 720553, 2013;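 active means maximum activity change below -70%; inconclusive means maximum activity change from -70% to -50%; inactive means maximum activity change above -50%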;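 further: thallium influx rate constant from kinetic fluorescence after stimulation buffer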
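Measured as rate of thallium-driven FluxOr signal in transduced U2OS cells carrying the 3.1 channel, read kinetically for 2 min upon stimulation; values are rate constants scaled to DMSO control wells.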
Active calls of the source: *; ? = inconclusive; . = no result given; [ ] = dose if it differs, or a comment. Unless noted, the call rests on the fitted dose curve; in most records, active means well fitted curve in the direction sought with a large enough effect; inconclusive means small, poorly fitted or top-dose-only effect, or another doubt; inactive means no such curve, though single readings can be large; an effect the other way counts as inactive or inconclusive. Unless noted, on the % scale 0 is the no-effect control and ±100 the full control effect.

SMILES	uPA generation	GALK inh	B2AR arrestin	hERG WT inh	USP2a inh	PKM2 activator	Eya2 inh	FBPA coupling cs	Chronic BCR inh	Giardia kill	KCNH2 3.1 block
CC(C)C(NC(=O)c1ccccc1Br)c1ccccc1 (configuration not stated)	0%	1%	-0.2%	-16	2%	-3%	8%	6	-1%	-29	-6
Cn1nc(C(=O)NCc2ccccc2)c2c1-c1ccccc1S(=O)(=O)C2	-4%	6%	-0.9%	1	-1%	-1%[0.46 µM]	-4%	0	2%	5	1
CCN(C(C)=O)c1nnc(CSc2nc3ccccc3s2)s1	-3%	-2%	-1.0%	0	-1%	0%	-22%	7	-2%	-10	1
COc1ccc(OC)c(/C=C2\S/C(=N/NC(=O)c3ccc4ccccc4c3)NC2=O)c1	-1%	.	-0.5%	6	0%	27%	5%	6	?	13	-9
CCOc1ccc(C(=O)Nc2ccccc2NC(C)=O)cc1OCC	5%	2%	0.2%	10	1%	6%	8%	-2	-14%	-11	-10
O=C(COc1ccc(Br)cc1)Nc1ccccc1N1CCCC1	-6%	-1%	0.2%	7	3%	-18%	-2%	0	-17%	3	7
Fc1ccc(C(c2nnnn2Cc2cccs2)N2CCN(C3CCCC3)CC2)cc1 (configuration not stated)	-4%	17%	0.0%	-4	-1%	3%	-4%	0	1%	-10	-44
CCCCNC(=O)CNC(=S)N(CCCN1CCOCC1)Cc1cccs1	0%	0%	-1.0%	20	5%	-3%	1%	1	-6%	2	12
COc1ccc(O)c(N)c1	.	0%	-0.3%	.	7%	5%	9%	-29	12%	.	.
Cc1ccc(C)c(OCCn2cc(/C=C(/C#N)C(=O)NCC3CCCO3)c3ccccc32)c1 (configuration not stated)	0%	0%	-0.2%	-4	1%	-3%	0%	-5	3%	-5	-2

Look-ups from above:
Result of `CC(C)C(NC(=O)c1ccccc1Br)c1ccccc1` (configuration not stated) in Giardia kill: -29
Result of `Cn1nc(C(=O)NCc2ccccc2)c2c1-c1ccccc1S(=O)(=O)C2` in FBPA coupling cs: 0
Result of `O=C(COc1ccc(Br)cc1)Nc1ccccc1N1CCCC1` in KCNH2 3.1 block: 7
Result of `CCN(C(C)=O)c1nnc(CSc2nc3ccccc3s2)s1` in B2AR arrestin: -1.0%
Result of `COc1ccc(OC)c(/C=C2\S/C(=N/NC(=O)c3ccc4ccccc4c3)NC2=O)c1` in Giardia kill: 13

Reformatted with bars between the fields: 3 of the compounds above
mol | uPA generation | GALK inh | B2AR arrestin | hERG WT inh | USP2a inh | PKM2 activator | Eya2 inh | FBPA coupling cs | Chronic BCR inh | Giardia kill | KCNH2 3.1 block
Cn1nc(C(=O)NCc2ccccc2)c2c1-c1ccccc1S(=O)(=O)C2 | -4% | 6% | -0.9% | 1 | -1% | -1%[0.46 µM] | -4% | 0 | 2% | 5 | 1
CCN(C(C)=O)c1nnc(CSc2nc3ccccc3s2)s1 | -3% | -2% | -1.0% | 0 | -1% | 0% | -22% | 7 | -2% | -10 | 1
COc1ccc(OC)c(/C=C2\S/C(=N/NC(=O)c3ccc4ccccc4c3)NC2=O)c1 | -1% | . | -0.5% | 6 | 0% | 27% | 5% | 6 | ? | 13 | -9

Next part.
SMILES	uPA generation	GALK inh	B2AR arrestin	hERG WT inh	USP2a inh	PKM2 activator	Eya2 inh	FBPA coupling cs	Chronic BCR inh	Giardia kill	KCNH2 3.1 block
O=C(CN(Cc1ccco1)S(=O)(=O)c1ccccc1)N/N=C/c1cccc(O)c1	0%	-5%	0.0%	6	-2%	-1%	10%	0	-1%	19	1
Cc1ccc(S(=O)(=O)N(C)CCCC(=O)N2CCOCC2)cc1	9%	-2%	-0.6%	-3	0%	-1%	-7%	5	1%	3	3
CCOc1ccc(NC(=O)CSc2nnc(C(C)C)n2CC)cc1	0%	-3%	0.2%	-6	-1%	-4%	-16%	0	2%	3	20
COc1ccc(NS(=O)(=O)c2cc(NC(=O)c3ccc(=O)[nH]n3)ccc2C)cc1	?	.	0.1%	-26	-1%	.	1%	.	0%	12	7
Cc1cc(C)n(Cc2ccc(NC(=O)c3ccc(COc4ccccc4Br)cc3)cc2)n1	.	-1%	-0.7%	16	3%	0%	-2%	-3	?	-8	.
FC(F)Oc1ccccc1/C=N/Nc1nc2ccccc2o1	-1%	-1%	-0.2%	-5	-1%	-5%	-14%	-1	-25%	17	2
COc1cc(/C=C/C(=O)OCC(=O)c2c(N)n(C)c(=O)n(C)c2=O)ccc1OCC#N	-3%	8%	-0.1%	2	-3%	.	-14%	-1	-2%	2	-2
O=C(CSc1nnc(-c2ccncc2)n1CC1CCCO1)Nc1cccc(O)c1 (configuration not stated)	.	-2%	0.3%	-4	-10%	-1%	6%	1	-4%	-8	18
Cc1ccc(C(=O)Nc2ccc(F)cc2)o1	-5%	2%	-0.8%	1	2%	-8%	-2%	-3	-7%	-12	15
Cc1cccnc1NC(=O)CCc1c[nH]c2ccccc12	-1%	0%	-1.1%	0	1%	-2%	2%	.	?	16	-19
OC1CNCc2cc3c(cc21)OCCO3 (configuration not stated)	.	0%	0.2%	.	-8%	-9%	14%	-4	-1%	.	.
COc1ccc(CCNC(=O)c2cc(-c3ccccc3O)n[nH]2)cc1OC	2%	-4%	0.0%	-2	0%	-3%	27%	0	?	-12	9
Cc1nn(C(=O)c2nn(C)cc2[N+](=O)[O-])c(C)c1Br	.	4%	-0.1%	6	0%	-3%	3%	1	9%	18	1
CC(C)(C)c1ccc(NC(=O)COc2ccc(-n3ccnc3)cc2)cc1	-2%	0%	0.2%	-1	-8%	-3%	-21%	-1	?	-6	-29
O=C(Nc1ccc(OC(F)F)cc1)Nc1cccc(C(F)(F)F)c1	-11%	3%	-0.2%	-6	4%	-6%	-14%	-12	?	10	-14
CCN1CCN(CCCNC(=O)CNC(=O)c2nn(-c3ccc(OC)cc3OC)c(=O)c3ccccc23)CC1	-1%	-2%	-0.3%	-5	0%	2%	-3%	3	?	5	21
Cc1cn2c(nc(=O)c3cccnc32)s1	-16%	1%	-0.6%	-17	-7%	-11%	-16%	0	7%	-3	-5
CCOC(=O)Cc1[nH]nc2c1C(c1cccc(OC)c1OC)C(C#N)=C(N)O2 (configuration not stated)	1%	5%	-3.3%	16	1%	-2%	13%	1	-2%	1	6
CC(=O)c1ccc(NC(=O)CN2C(=O)NC(C)(C3CCCCC3)C2=O)cc1 (configuration not stated)	9%	.	0.2%	8	2%	.	15%	.	-1%	-13	-3
COc1ccc(C(=O)Nc2ccncc2)cc1S(=O)(=O)N1CCOCC1	-3%	.	-0.1%	1	2%	.	-1%	.	3%	-8	7
O=C(Cc1ccc(F)cc1)N/N=C/c1ccccn1	-8%	.	-0.3%	4	1%	2%	-22%	0	0%	-12	-9
CCC(C)(C(=O)NC1CCCCC1)N(Cc1cccs1)C(=O)Cc1cccs1 (configuration not stated)	-2%	-1%	-0.2%	8	5%	7%	9%	3	?	-20	-24
COc1ccc(OC(=O)COc2cc(C)ccc2C)cc1	-8%	0%	-0.5%	6	1%	-1%	-10%	0	?	-16	2
O=C(Nc1ccccn1)C1(c2cccs2)CCOCC1	3%	-2%	-1.5%	7	-4%	-15%	0%	-1	1%	17	12
CCOc1ccc(C(=O)NCC2CCCN2S(=O)(=O)c2cccs2)cc1 (configuration not stated)	-6%	.	-1.1%	12	1%	.	-13%	.	-18%	11	-16
COC(=O)c1cc(=O)n2c(-c3ccccc3)csc2n1	0%	1%	-0.5%	-4	5%	-1%	-3%	1	0%	-9	7

Source: PubChem (National Center for Advancing Translational Sciences (NCATS))
